Mcl1 Noxa PPI: Mcl-1/Noxa binding inhibitors, primary screen, biochemical, TR-FRET, 1536-well; TR-FRET Mcl-1/Noxa peptide binding, 2 h; inhibition, % at 21.7 µM; hit rate 1.5% among 220,000;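 active = compounds that cut the protein-peptide binding signal by more than 50% relative to plate controls in a single-dose test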;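 note: His-tagged Mcl-1 with rhodamine Noxa BH3 peptide and terbium anti-His antibody; 0% = Mcl-1 plus Noxa peptide wells and 100% = peptide-only wells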
Bcl-W Bim block: inhibitors of Bim binding to Bcl-W, primary screen, biochemical, multiplexed, bead-based flow cytometry. Bim peptide-Bcl-W binding. inhibition, % at 10 µM. Bcl-2-like protein 2 (Homo sapiens), Q92843. hit rate 0.02% among 190,000;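 note: 0% = bound tracer without compound and 100% = peptide blocker; higher means less fluorescent Bim peptide bound to Bcl-W beads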
Target sequence (Q92843 whole entry, looked up): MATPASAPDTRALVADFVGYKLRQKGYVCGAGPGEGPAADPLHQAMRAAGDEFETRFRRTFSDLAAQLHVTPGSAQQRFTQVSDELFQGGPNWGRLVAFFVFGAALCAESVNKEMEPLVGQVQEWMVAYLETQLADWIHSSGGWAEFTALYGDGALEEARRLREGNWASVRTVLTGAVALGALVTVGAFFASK
Mcl-1 Bim block: inhibitors of Bim peptide binding to Mcl-1, primary screen, biochemical, bead-based flow cytometry, multiplex; Induced myeloid leukemia cell differentiation protein Mcl-1 (Homo sapiens), Q07820; Bim peptide-Mcl-1 binding; inhibition, % at 10 µM; hit rate 0.1% among 190,000; AID 1009, 2008;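 note: 0% = no compound tracer wells and 100% = peptide blocker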
Bim-Bcl-2: inhibitors of Bim-Bcl-2 binding, primary screen, biochemical, multiplexed, human Bcl-2 family; Bead-based flow cytometry, Bim peptide-Bcl-2 binding; inhibition, % at 10 µM; hit rate 0.06% among 190,000; in the data active = inhibition above about 40%; inconclusive = no clear call, values can overlap the other calls;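 note: 0% = no compound wells with probe peptide and 100% = reference peptide inhibitor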
Target sequence (P10415 whole entry, looked up): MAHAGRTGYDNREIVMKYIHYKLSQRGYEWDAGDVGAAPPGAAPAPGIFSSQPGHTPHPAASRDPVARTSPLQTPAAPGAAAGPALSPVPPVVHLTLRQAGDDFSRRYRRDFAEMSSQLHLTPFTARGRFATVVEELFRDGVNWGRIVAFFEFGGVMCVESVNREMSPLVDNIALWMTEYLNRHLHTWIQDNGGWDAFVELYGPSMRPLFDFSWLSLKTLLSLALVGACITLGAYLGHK
RGS7-Gao: RGS7-Galphao binding modulators, primary screen, biochemical, multiplexed bead flow cytometry; Guanine nucleotide-binding protein G(o) subunit alpha (Homo sapiens), P09471; actives lie on both sides; AID 1439, 2008; binding response (% of control), % at 10 µM; hit rate 0.35% among 220,000; in the data active = binding response below about 49% or above about 150%; inconclusive = no clear call, values can overlap the other calls; inactive = in between;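 note: fluorescent Galphao held in activated GDP-AlF4 state binding bead-coupled RGS7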
Bcl-B Bim block: inhibitors of Bim-Bcl-B binding, primary screen, biochemical, multiplexed, human Bcl-2 family | bead-based flow cytometry, Bim peptide-Bcl-B binding | inhibition, % at 10 µM | hit rate 0.073% among 190,000;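 note: 0% = tracer peptide without compound and 100% = reference inhibitor peptide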
Target sequence (Q9HD36 whole entry, looked up): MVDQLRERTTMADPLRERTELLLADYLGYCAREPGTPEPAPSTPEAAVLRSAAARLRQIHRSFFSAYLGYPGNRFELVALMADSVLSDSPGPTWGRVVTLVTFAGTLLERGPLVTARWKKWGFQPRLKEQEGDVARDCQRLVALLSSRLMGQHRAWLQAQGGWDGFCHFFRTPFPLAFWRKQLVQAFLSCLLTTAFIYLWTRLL
Bim-Bfl-1: inhibitors of Bim binding to Bfl-1, primary screen, biochemical, multiplexed, bead-based flow cytometry; AID 1008, 2008; Bim-Bfl-1 binding inhibition; Bcl-2-related protein A1 (Homo sapiens), Q16548; inhibition, % at 10 µM; hit rate 0.12% among 190,000;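 note: 0% = wells without compound plus tracer and 100% = blocker peptide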
RGS8-Gao: RGS8-Galphao binding modulators, primary screen, biochemical, multiplexed bead flow cytometry; actives lie on both sides; hit rate 0.34% among 220,000; AID 1423, 2008; response (percent of control binding), % at 10 µM; in the data active = response below about 60% or above about 140%; inactive = in between;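 note: Galphao activated as the GDP aluminium fluoride complex binding bead-coupled RGS8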
Mcl1 Bid PPI: Mcl-1/Bid binding inhibitors, primary screen, biochemical, TR-FRET, 1536-well | inhibition, % at 21.7 µM | TR-FRET Mcl-1/Bid-Dy647 peptide binding | Induced myeloid leukemia cell differentiation protein Mcl-1 (Homo sapiens), Q07820 | hit rate 0.97% among 220,000;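 active = compounds that cut the binding signal by more than half at the single screening dose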;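 note: His-tagged Mcl-1 with europium anti-His antibody binding Bid BH3 peptide; 0% = Mcl-1 plus peptide wells and 100% = peptide-only wells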
RGS4-Gao reg: modulators of RGS4 binding to Galphao, primary screen, biochemical, multiplexed bead flow cytometry | Guanine nucleotide-binding protein G(o) subunit alpha (Homo sapiens), P09471 | actives lie on both sides | binding response (% of control), % at 10 µM | hit rate 0.33% among 220,000 | AID 1415, 2008; in the data active = binding response below about 49% or above about 150%; inactive = in between;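 note: fluorescent Galphao activated with aluminum fluoride binding bead-coupled RGS4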
Bcl-XL Bim block: inhibitors of Bim-Bcl-XL binding, primary screen, biochemical, multiplexed, bead flow cytometry, human Bcl-XL | Bcl-2-like protein 1 (Homo sapiens), Q07817 | Bim peptide-Bcl-XL binding, fluorescence | inhibition, % at 10 µM | hit rate 0.04% among 190,000 | AID 1007, 2008
Target sequence (Q07817 whole entry, looked up): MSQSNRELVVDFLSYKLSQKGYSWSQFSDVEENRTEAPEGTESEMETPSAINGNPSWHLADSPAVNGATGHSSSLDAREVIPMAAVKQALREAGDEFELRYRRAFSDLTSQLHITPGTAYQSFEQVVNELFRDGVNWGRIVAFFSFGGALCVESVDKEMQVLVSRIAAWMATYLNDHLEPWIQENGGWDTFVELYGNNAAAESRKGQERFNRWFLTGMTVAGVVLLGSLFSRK
The depositor's hits bear a star; ? = inconclusive; . = not tested or not shown. Cut-off read from the data, not from the text of the source, unless noted: active = inhibition above about 40%.

Values run as follows: RGS8-Gao	Bim-Bcl-2	RGS7-Gao	RGS4-Gao reg	Mcl1 Bid PPI	Bim-Bfl-1	Bcl-XL Bim block	Bcl-W Bim block	Bcl-B Bim block	Mcl-1 Bim block	Mcl1 Noxa PPI
- COC(=O)c1sccc1NC(=S)N1C(C)CCCC1C (centres undefined)
 : 99	-3	99	99	-20	2	-5	-3	-2	0	26
- O=[N+]([O-])c1cccc(CNC2CCCCCC2)c1
 : 100	3	101	98	-20	1	0	0	-1	2	2
- Cc1cc(C[n+]2ccsc2N)c2ncccc2c1
 : 105	.	?	103	-19	.	.	.	.	.	13
- CSc1nc(-c2ccccc2)nc(N)c1C(C)=O
 : 107	-3	108	114	-51	0	-1	0	0	0	14
- Cc1cccc2sc(NC(=O)c3ccc(NS(=O)(=O)c4cccs4)cc3)nc12
 : 103	-4	96	95	1	0	-5	-1	-3	-1	35
- COc1cccc(N2C(=O)CC(Nc3ccc(N4CCOCC4)cc3)C2=O)c1 (centres undefined)
 : 99	-2	97	95	-156	0	-3	1	-3	-1	17
- COc1ccc(-c2cn[nH]c2-c2ccc(OCc3ccc([N+](=O)[O-])cc3)cc2O)cc1
 : 99	4	97	103	-4	9	1	5	4	2	-6
- Cc1cc(C)nc(N(C#N)S(=O)(=O)c2ccc(Br)cc2)n1
 : 100	0	102	103	-16	-9	-1	0	-2	2	18
- O=C(NCCc1nnc2ccc(NCc3ccc(F)cc3)nn12)c1ccccc1
 : 100	-2	98	101	-14	4	3	3	5	-1	-5
- Cc1cc(N2CC(C)OC(C)C2)nc(C(C)C)n1 (centres undefined)
 : 97	-2	?	95	-24	-8	-3	0	-2	-2	-2
- O=[N+]([O-])c1ccc(COn2nnc3ccccc32)cc1
 : 100	-1	?	102	-1	-7	-4	-2	-4	-1	-12
- CCc1ccc(NC(=S)Nc2ccc3cn[nH]c3c2)cc1
 : 99	1	114	103	-15	2	0	1	0	-3	29
- COc1ccc(CCNC(=S)NC2CCN(Cc3ccccc3)CC2)cc1OC
 : 101	-4	105	101	-52	-8	-3	-4	-1	-1	2
- COC(=O)c1c(NC(C)=O)sc(C(=O)Nc2ccccc2OC)c1C
 : 104	-2	99	101	-13	-6	0	2	-1	0	1
- NNc1nc(-c2ccccc2)c2cc(Cl)ccc2n1
 : 100	.	?	104	-104	.	.	.	.	.	-42
- COc1ccc(-n2c(SCC(=O)Nc3ccccc3)nnc2-c2ccoc2C)cc1
 : 101	3	100	101	-8	2	-3	-3	-5	-3	-5
- O=C1CCCc2nc(N3CCN(c4ccccc4)CC3)ncc21
 : 102	0	100	104	-79	-2	0	0	-3	0	-4
- CN1CCN(c2nc(-c3cccs3)nc3ccccc23)CC1
 : 102	-3	101	103	0	-3	-6	-5	-4	-3	38
- CC(Oc1ccccc1Cl)C(=O)N(Cc1ccco1)C1CCS(=O)(=O)C1 (centres undefined)
 : 99	-6	104	97	0	-17	-4	-1	-5	0	-16
- COc1ccc(C2NCCc3c2[nH]c2ccccc32)cc1CN1CCc2cc(OC)c(OC)cc2C1C (centres undefined)
 : 110	.	?	112	-26	.	.	.	.	.	33
- Nc1cc(=O)[nH]c(SCc2cccc(Cl)c2)n1
 : 93	3	96	100	-26	4	0	3	0	0	-13
- Cc1ccc(CC(=O)N2CCN(c3ccccc3F)CC2)cc1
 : 100	0	101	99	-16	-4	-1	0	-1	-3	10
- CC(=O)c1ccc(N2CCN(C(=O)CCS(=O)(=O)c3ccc(C)cc3)CC2)cc1
 : 99	-7	99	97	-14	-14	-3	2	-8	0	10
- COc1ccc(CC2(C)OC(c3ccncc3)=NN2C(C)=O)cc1 (centres undefined)
 : 97	0	99	99	-15	-4	-1	0	-3	-1	3
- COc1ccc(NC(=O)c2nc[nH]c2C(=O)N[C@@H](CC(C)C)C(=O)OC(C)(C)C)cc1
 : 105	.	?	106	-49	.	.	.	.	.	-35
- O=C(NCc1ccccc1)C1COc2ccccc2O1 (centres undefined)
 : 81	0	96	94	-5	5	-1	1	-2	0	1
- O=C(Cc1ccccc1)NCC(=O)OCC(=O)c1ccc(Cl)c([N+](=O)[O-])c1
 : 107	9	93	100	-15	10	5	14	11	30	23
- O=C(Nc1ccc2c(c1)OCCO2)c1ccco1
 : 104	-2	103	106	6	-5	-3	-6	-3	-3	3
- Cc1cc([N+](=O)[O-])nn1CC(=O)N/N=C/c1ccc(O)cc1O
 : 72	.	?	68	-67	.	.	.	.	.	-59
- CCO[C@@H]1OC(C(=O)N2CCN(Cc3ccc4c(c3)OCO4)CC2)=C[C@H](c2ccc(C(F)(F)F)cc2)[C@H]1CCCO
 : 96	-6	97	101	2	-3	-4	-1	-3	-3	13
- CC1CCN(C(=O)CN(c2ccc(Oc3ccccc3)cc2)S(C)(=O)=O)CC1
 : 102	-12	98	103	-21	-17	-1	-1	-10	-6	-5
- COc1ccccc1NC(=O)/C(C#N)=C/c1cc([N+](=O)[O-])ccc1N1CCCC1
 : 105	-9	103	103	9	-7	-12	-7	-10	-6	10
- COc1ccc(Cn2nnc3c(=O)[nH]c(C4CCCN(C(=O)c5ccccc5)C4)nc32)cc1 (centres undefined)
 : 100	-6	102	103	-6	-9	-4	1	-8	0	-1
- Nc1nnc(SC2CCCC2)s1
 : 97	1	101	102	-19	4	-2	0	-8	0	16
- CC1(C)CC(NC(=O)CCc2nnc(CCCCc3ccccc3)o2)CCO1 (centres undefined)
 : 102	-4	105	97	-14	-6	0	-1	-1	1	19
- CCCn1c(=O)c2ccccc2n2c(SCCOc3ccc(C)cc3)nnc12
 : 100	-5	97	96	-34	-8	-9	-3	-11	-5	31
- O=C1CC(c2ccco2)CC(O)=C1C=NCCN1CCN(C2CC(=O)N(c3ccccc3)C2=O)CC1 (centres undefined)
 : 99	-4	93	97	-22	-16	-5	0	-11	-4	-13
- Cc1ccccc1NC(=S)N(C)Cc1cccs1
 : 100	1	97	96	-81	2	-1	-1	-2	-1	15
- S=C(c1ccc(N2CCOCC2)cc1)N1CCCCC1
 : 94	-10	98	90	-27	-10	-5	0	-4	0	1
- COc1ccccc1-n1cc(C(=O)NCC(=O)N2CCN(Cc3ccccc3)CC2)c2ccccc2c1=O
 : 102	8	102	101	-14	0	2	-3	11	35	17
- O=C(NCc1cccnc1)C1CCN(S(=O)(=O)c2cccs2)CC1
 : 94	0	98	98	-12	-1	4	-1	0	0	7
- COc1cccc2cc(/C(=N/O)c3ccc(Br)cc3)oc12
 : 100	-4	?	95	-8	-4	0	-2	-1	0	11
- O=C(c1ccco1)N1CCN(C(=O)C(c2ccccc2)c2ccccc2)CC1
 : 99	1	98	97	-12	1	-3	0	-2	-2	0
- CCOC(=O)c1[nH]c2ccccc2c1NC(=O)C1CCCCC1
 : 100	-10	101	99	-3	-14	-6	-3	-9	0	11
- CC(=O)c1cn(CC(=O)Nc2ccc(C)c(C)c2)c2ccccc12
 : 103	-5	102	104	-15	-8	-1	-1	-2	0	0
- COc1ccc(CCN2C(=O)c3ccccc3C2(O)c2ncc[nH]2)cc1OC (centres undefined)
 : 98	-8	95	95	-10	1	-6	-7	-13	-6	4
- Cc1ccc(Sc2c(C(=O)Nc3ccc(F)cc3F)c(C(F)(F)F)nn2C)cc1
 : 101	-5	98	102	4	-10	-2	1	-7	0	6
- CCOc1ccc(NC(=O)CSc2nnc(-c3ccccn3)n2C)cc1
 : 102	2	105	101	-23	4	1	4	4	2	11
- Cc1ccc(C)c(NC(=O)c2ncn[nH]2)c1
 : 108	0	103	101	-6	0	1	0	0	1	43
- CCOc1cc(C)nc(NCc2ccccc2)n1
 : 99	-4	100	103	-12	-8	-7	5	-6	0	9
- CCOC(=O)c1c(-c2ccc(OC)cc2)csc1NC(=O)COc1ccc2c(C)cc(=O)oc2c1
 : 99	-10	99	94	7	-13	-7	-3	-6	-3	-8
- CSc1ncccc1C(=O)N1CCCC(C(=O)c2ccc3ccccc3c2)C1 (centres undefined)
 : 105	-5	113	106	2	-8	-8	-3	-6	-1	-3
- Cc1cccc(C(=O)OC(C)CN2CCOCC2)c1 (centres undefined)
 : 100	-4	97	101	-11	-4	-4	0	-4	-1	-8
- Cc1cc(C(=O)CN2C(=O)NC3(CCC(C)CC3)C2=O)c(C)n1C (centres undefined)
 : 101	-6	96	98	-54	-9	-4	-2	-4	-3	-1

By substructure, those above with a CF3 group.
Values run as follows: RGS8-Gao	Bim-Bcl-2	RGS7-Gao	RGS4-Gao reg	Mcl1 Bid PPI	Bim-Bfl-1	Bcl-XL Bim block	Bcl-W Bim block	Bcl-B Bim block	Mcl-1 Bim block	Mcl1 Noxa PPI
- CCO[C@@H]1OC(C(=O)N2CCN(Cc3ccc4c(c3)OCO4)CC2)=C[C@H](c2ccc(C(F)(F)F)cc2)[C@H]1CCCO
 : 96	-6	97	101	2	-3	-4	-1	-3	-3	13
- Cc1ccc(Sc2c(C(=O)Nc3ccc(F)cc3F)c(C(F)(F)F)nn2C)cc1
 : 101	-5	98	102	4	-10	-2	1	-7	0	6

Assay outcomes (PubChem)
